Source: PubChem BioAssay
NPR2 activator: GC-B (human) receptor activation. activation, % at 10 µM. hit rate 0.11% among 370,000. HEK293-GC-B cells, CNP EC30, cGMP TR-FRET; 0% at EC30 CNP, 100% saturating CNP;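 active = activation at 10 µM reaching about 35% in either raw or pattern-adjusted values, limit read from the data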
TCR CD3 inh: human TCR-CD3 binding inhibition. inhibition, % at 9.4 µM. hit rate 0.37% among 360,000. TAMRA-labeled TCR probe fluorescence, biochemical; in the data active = inhibition above about 19%;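 note: recombinant mutant TCR 2C K166C tagged with TAMRA read by polarization; 0% = receptor in buffer alone and 100% = receptor with positive control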
PRMT1 FP inh: PRMT1 (human) inhibition, primary screen; AID 652257; hit rate 1.3% among 370,000; recombinant PRMT1, activity-based probe fluorescence polarization; inhibition, % at 2.79 µM; Q99873;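 active = inhibition above about 21% made by adding two undisclosed values, limit read from the data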
SIAE primary: human SIAE inhibition, primary screen. Q9HAT2. SIAE FP-Rh probe binding, fluorescence polarization. inhibition, % at 9.66 µM. hit rate 0.69% among 370,000;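 active = inhibition above a cutoff: mean of compounds within the control limits plus 3 SD of those, cut at about 17% in these data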;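 note: 0% = plate median of compound wells and 100% = probe without SIAE protein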
LEDGF integ inh: blocks HIV-1 LEDGF/p75-dependent DNA integration; inhibition, % at 3.7 µM; hit rate 0.64% among 370,000; TR-FRET IN-LEDGF/p75 DNA integration, Eu/Cy5; AID 743269;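 active = inhibition above the screen-wide mean plus 3 SD, cut at about 13% in these data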;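 note: signal is the Cy5 over europium emission ratio at 671 and 618 nm; 0% = plate median of compound wells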
HTRA1 inhibitor: blocks human HTRA1 serine peptidase; Q92743; recombinant HTRA1, FP-rhodamine activity-based probe, fluorescence polarization; inhibition, % at 5.96 µM; hit rate 0.5% among 340,000; in the data active = inhibition above about 36%;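 note: 0% = enzyme with DMSO and 100% = wells lacking enzyme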
ABHD4 inh: ABHD4 (mouse) inhibition, primary FP screen; hit rate 0.54% among 370,000; inhibition, % at 8.92 µM; purified mABHD4, FP-Rh probe fluorescence polarization;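 active = inhibition exceeding the mean over every tested compound plus 3 SD, cut at about 30% in these data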;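 note: 0% = plate median of compound wells and 100% = S159A mutant with DMSO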
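Assay system: mouse ABHD4 enzyme, wild type / Also added: fluorescent activity-based probe FP-Rh / Doses: single nominal dose of 8.92 µM, 0.89% DMSO final / Timing: 45 min compound pre-incubation plus 60 min probe step, 25 °C / Signal: FP readout, ex 525 nm / em 598 nm / Control set: S159A mutant/DMSO as 100%, compound-well median as 0%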
MBD2 inh: inhibitors of human MBD2 binding to methylated oligonucleotide; Q9UBB5; hit rate 0.31% among 370,000; inhibition, % at 4.4 µM; TR-FRET; in the data active = inhibition above about 13%
Target sequence (Q9UBB5 whole entry, looked up): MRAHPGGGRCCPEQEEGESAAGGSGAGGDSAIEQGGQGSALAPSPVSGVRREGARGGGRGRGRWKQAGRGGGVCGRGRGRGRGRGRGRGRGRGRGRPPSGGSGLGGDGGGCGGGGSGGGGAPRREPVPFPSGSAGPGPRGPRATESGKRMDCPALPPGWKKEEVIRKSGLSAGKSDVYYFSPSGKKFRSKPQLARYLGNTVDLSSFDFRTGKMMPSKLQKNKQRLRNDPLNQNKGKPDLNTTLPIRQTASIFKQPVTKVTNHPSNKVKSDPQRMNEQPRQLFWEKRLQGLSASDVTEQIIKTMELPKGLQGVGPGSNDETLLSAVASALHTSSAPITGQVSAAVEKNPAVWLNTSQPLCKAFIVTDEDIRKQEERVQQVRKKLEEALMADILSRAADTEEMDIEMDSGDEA
TDP2 inh: TDP2 (human) inhibition, absorbance primary screen. inhibition, % at 12.8 µM. hit rate 0.34% among 370,000. recombinant TDP2, T5PNP hydrolysis, p-nitrophenol absorbance 415 nm. O95551;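 active = inhibition above the mean of all tested compounds plus 3 SD, set per campaign, cut at about 25% in these data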;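 note: 0% = DMSO with enzyme and 100% = buffer with substrate but no TDP2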
Target sequence (O95551 whole entry, looked up): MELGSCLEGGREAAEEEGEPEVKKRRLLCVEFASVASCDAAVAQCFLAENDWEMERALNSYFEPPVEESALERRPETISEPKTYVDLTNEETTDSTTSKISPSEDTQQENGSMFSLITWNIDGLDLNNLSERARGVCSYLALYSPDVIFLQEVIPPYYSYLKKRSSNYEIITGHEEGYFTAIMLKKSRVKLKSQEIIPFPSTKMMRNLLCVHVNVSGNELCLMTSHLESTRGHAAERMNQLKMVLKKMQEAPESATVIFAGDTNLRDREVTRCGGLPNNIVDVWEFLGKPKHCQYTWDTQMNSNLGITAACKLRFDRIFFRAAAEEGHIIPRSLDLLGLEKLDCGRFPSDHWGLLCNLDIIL
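System – recombinant human TDP2 · Quantity – TDP2 enzyme at 120 nM final · Doses – single concentration, 12.8 µM nominal, with 1% DMSO · Incubation – 2 h at 37 °C · Measured by – epi absorbance of p-nitrophenol freed from T5PNP by hydrolysis · Read-out – % inhibition relative to enzyme-containing and enzyme-free wells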
rCAG binder: binds r(CAG) RNA repeats | r(CAG) RNA repeat, TO-PRO-1 dye displacement fluorescence | inhibition, % at 3 µM | hit rate 1.3% among 370,000 | AID 651821;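 active = inhibition above the plate cutoff, the mean of all test compounds on that plate plus 3 SD, cut at about 35% in these data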;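 note: 0% = DMSO alone and 100% = 100 µM mitoxantrone as full dye displacement; higher means more dye released from RNA so lower well fluorescence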
* hit, by the source's call; . = no result given.

SMILES	NPR2 activator	TCR CD3 inh	PRMT1 FP inh	SIAE primary	LEDGF integ inh	HTRA1 inhibitor	ABHD4 inh	MBD2 inh	TDP2 inh	rCAG binder
Cc1ccc(C(=O)CCC2CCCC2=O)cc1 (centres undefined)	1	-3	0	1	-1	-5	9	1	-6	1
COc1ccc(C(=O)N2CCCCC2c2cc(C(=O)Nc3ccc(F)c(Cl)c3)no2)cc1 (centres undefined)	0	6	1	-23	-4	.	-13	-3	-10	7
O=C(Nc1ccc(F)cc1)c1ccc(COc2ccccc2)cc1	-1	8	-3	-1	-2	9	-6	0	6	-1
CC12C=CC(=O)C=C1CCC1C2C(=O)C[C@@]2(C)C1CCC2(O)C(=O)CO (some centres undefined)	4	4	1	-6	1	2	11	-2	0	3
O=C(CCSCc1cccc(Cl)c1)NCCC1=CCCCC1	7	2	0	-4	0	-20	-7	-6	3	-8
COc1ccc(O)c(C(=O)c2cnc3onc(C)c3c2)c1	11	-4	2	-5	-3	-12	-12	3	-12	6
CN(C)C(=O)CSc1nc(SCC(=O)N(C)C)n(-c2ccccc2)n1	1	6	0	-3	-4	0	-1	-8	0	-5
CC1CCCC(C)N1C(=O)COC(=O)COc1ccccc1C#N (centres undefined)	-2	1	-2	-2	0	1	6	-3	-13	4
COc1ccc(C2/C=C\CN(Cc3ccncc3)CC(=O)N2Cc2ccc(F)cc2)cc1 (centres undefined)	-6	-8	0	0	-2	-1	5	4	6	-2
CN(Cc1ccc(F)cc1)C(=O)COc1ccc2ccccc2c1	-2	0	7	-1	-1	-11	-18	8	-11	3
COc1ccc(NC(=O)Nc2ccccc2F)c(C)c1	1	5	0	-3	-2	5	5	5	0	0
O=C(c1cc(COc2ccc(F)cc2Cl)on1)N1CCC(OCc2cccnc2)CC1	3	-6	4	-2	-3	-1	1	-5	-7	-6
COc1ccccc1-c1cnc(C(O)c2cccc(CN3CCCCC3)c2)[nH]1 (centres undefined)	7	-1	-2	-5	0	.	1	3	5	2
COC(=O)c1ccccc1NC(=O)C1CCCN(S(=O)(=O)c2ccc(OC)cc2)C1 (centres undefined)	1	1	0	-2	0	-5	-9	-2	-4	-2
Cc1ccc(C)c(NC(=O)CCn2cnnn2)c1	0	2	-1	6	-1	1	0	1	-16	3

3 structures out of the list, ordered by count of non-hydrogen atoms, ascending.
SMILES	NPR2 activator	TCR CD3 inh	PRMT1 FP inh	SIAE primary	LEDGF integ inh	HTRA1 inhibitor	ABHD4 inh	MBD2 inh	TDP2 inh	rCAG binder
CN(C)C(=O)CSc1nc(SCC(=O)N(C)C)n(-c2ccccc2)n1	1	6	0	-3	-4	0	-1	-8	0	-5
COc1ccccc1-c1cnc(C(O)c2cccc(CN3CCCCC3)c2)[nH]1 (centres undefined)	7	-1	-2	-5	0	.	1	3	5	2
COC(=O)c1ccccc1NC(=O)C1CCCN(S(=O)(=O)c2ccc(OC)cc2)C1 (centres undefined)	1	1	0	-2	0	-5	-9	-2	-4	-2

Back to the main list with the 2 entries that preceded the break.
SMILES	NPR2 activator	TCR CD3 inh	PRMT1 FP inh	SIAE primary	LEDGF integ inh	HTRA1 inhibitor	ABHD4 inh	MBD2 inh	TDP2 inh	rCAG binder
COC(=O)c1ccccc1NC(=O)C1CCCN(S(=O)(=O)c2ccc(OC)cc2)C1 (centres undefined)	1	1	0	-2	0	-5	-9	-2	-4	-2
Cc1ccc(C)c(NC(=O)CCn2cnnn2)c1	0	2	-1	6	-1	1	0	1	-16	3
Cc1ccc(N(Cc2ccccc2)C(=O)CSC(C)C(=O)Nc2cc(C)on2)cc1 (centres undefined)	-6	-4	-1	0	-2	-6	-2	2	4	-2
O=C(NCCCCc1ccccc1)C12CN(Cc3ccccc3)CC1C(c1ccc([N+](=O)[O-])cc1)=NO2 (centres undefined)	0	7	0	3	-4	-12	-6	3	-1	3
CCc1nc2ccc(C(=O)NCCCN3CCCC3=O)cn2c1N(CCC(C)C)CCN(C)C	-5	-1	-3	-5	2	.	-1	-9	-12	-3
COc1ccccc1N(C)S(=O)(=O)c1ccc(C(=O)OCC(=O)Nc2cc(C)on2)cc1	2	10	2	-9	-1	-6	1	3	-7	-3
O=C(COc1ccc2ccccc2c1)NCCn1ccc2ccccc21	-8	1	2	1	-1	-35	-30	4	0	4
Cn1nnc(NC(=O)CSc2ncn[nH]2)n1	-1	3	0	1	2	-2	-2	-5	-1	2
COC(=O)c1[nH]c2ccccc2c1NS(=O)(=O)c1ccc(F)c(C)c1	-2	-1	0	-2	-2	-11	-6	1	-9	7
O=C(c1ccccn1)C1CCCN(Cc2nc(Cc3cccc(F)c3)no2)C1 (centres undefined)	-1	-6	2	0	-3	0	6	-1	-11	4
CCOC(=O)C1=C(COC(=O)C2CC(=O)N(c3ccc(C)cc3)C2)NC(=O)NC1C (centres undefined)	-8	-6	4	1	5	-2	-4	14*	-2	-7
COCCn1c(SCC(=O)Nc2ccc(NC(=O)c3ccco3)c(OC)c2)nc2ccccc2c1=O	10	-8	-3	6	2	5	-5	-4	12	0
CN1C(=O)CC(N2CCN(C(=O)c3ccccc3)CC2)C1=O (centres undefined)	4	-6	2	1	3	2	-7	4	6	0
Cc1cc2c(cc1S(=O)(=O)NCC(C)c1ccccc1)n(C)c(=O)c(=O)n2C (centres undefined)	1	-6	1	-5	3	6	-2	3	6	-1
COC(=O)c1ccccc1NC(=O)CSc1nnc(-c2cccnc2)n1N	2	4	-4	-1	4	-2	0	0	-8	-2
Cc1ccc(NC(=O)C2CCCN(S(=O)(=O)c3ccc4[nH]c(=O)ccc4c3)C2)cc1C (centres undefined)	1	-6	9	-39	4	-6	-8	8	-2	4
Cc1ccccc1OCC(=O)Nc1nnc(C2CCCCC2)s1	4	-4	11	-4	-2	1	6	2	-10	-3
O=C(NCC(=O)N(c1cccc(F)c1)C(C(=O)NC1CCCC1)c1ccncc1)c1ccco1 (centres undefined)	1	0	0	-5	0	4	0	1	1	3
CCNC(=O)COc1cc(C)c(Cl)c(C)c1	-9	-1	2	-5	3	-5	4	3	-3	-1
O=C(CSc1nc2[nH]ncc2c(=O)n1-c1ccccc1Br)NCc1ccccc1Cl	1	-1	-1	0	-4	-6	-2	-1	-1	-2
CC1=C(C)CS(=O)N(S(=O)(=O)c2ccc(Cl)cc2)C1 (centres undefined)	17	6	34*	-6	-2	-25	5	3	0	2
CC1Cc2cc(S(=O)(=O)N3CCN(c4ccc(Cl)cc4)CC3)ccc2N1C(=O)C1CC1 (centres undefined)	-3	-3	-1	2	0	1	-2	-2	1	4
COc1ccc(S(=O)(=O)N2CCC(C(=O)NN3CCCCC3)CC2)cc1	-1	1	0	-1	3	2	1	1	-4	3
CC(C)c1ccc(NC(=O)CSc2nc3ccsc3c(=O)n2Cc2ccc(C(=O)O)cc2)cc1	-1	-3	6	-15	-3	-7	0	10	3	33
Cn1nccc1C(=O)N1CCCC(C(=O)c2ccc(C(F)(F)F)cc2)C1 (centres undefined)	2	2	2	2	0	2	3	-4	22	-2
c1ccc2cc(-c3csnn3)ccc2c1	0	-2	0	-4	1	-9	1	-4	1	6
CCCc1c(C)nc2c(OC)cccc2c1SCC(=O)O	5	3	3	2	-4	11	2	4	-6	-3
COc1ccccc1C(=O)Nn1cnnc1	4	-3	0	-3	-2	-1	0	4	0	-5
CCOc1cc(C(=O)NC(CC(=O)O)c2ccc(OC3CCCC3)cc2)cc(OCC)c1OCC (centres undefined)	-8	-2	6	-8	-1	5	-4	8	-5	0
c1ccc(-c2nnc3sc(CN4CCC5(CC4)OCCO5)cn23)cc1	2	-1	-2	10	2	10	8	0	3	-2
CCCC(=O)Nc1ccc2c(c1)nc(CN1CCCC1)n2C	0	2	-1	6	-2	3	4	0	3	2
O=C(O)c1cc2c(s1)-c1ccccc1CC2	-4	1	0	1	4	-3	-2	-8	2	1
COc1ccc(Nc2nc3c(C)cccc3cc2C#N)cc1	-6	4	0	0	3	0	3	1	7	5
CCOc1cc(CN2CCN(C(=O)CC(C)C)CC2)ccc1OC	1	-6	2	-3	0	1	10	8	2	-2
CC(SCc1ccccc1)C(=O)NCc1ccccn1 (centres undefined)	-2	3	-1	2	1	7	-2	-2	5	1
CN(CCc1ccccc1)C(=O)c1cccc(NC(=O)Cc2cccc(NC(=O)C3CCN(C(=O)C4CCC4)CC3)c2)c1	7	1	3	2	5	1	-2	-1	4	5
Cc1ccc(S(=O)(=O)N[C@@H](C)C(=O)N2CCC(C(=O)N3CCC[C@H]3C(=O)O)CC2)cc1	-2	4	-2	-1	0	4	3	-3	3	1
O=C(CN1CCCc2ccccc21)Nc1ccc(F)cc1[N+](=O)[O-]	5	-6	2	-4	-6	3	0	5	2	-5
Cc1nnc(NC(=O)c2cc(-c3ccncc3)nc3c(C)cccc23)s1	2	5	1	-8	1	-21	0	-1	5	18
CC(=O)N1CCc2cc(S(=O)(=O)NC(CC(C)C)C(=O)Nc3cc(C)ccn3)ccc21 (centres undefined)	1	7	-5	-2	-2	-2	-1	-1	0	-5
Cc1cn([C@H]2C[C@H](O)[C@@H](CNC(=O)c3ccccn3)O2)c(=O)[nH]c1=O	-6	5	-8	7	5	1	5	-3	-2	2
COc1ccccc1C(=O)N/N=C/C(C)=C/c1ccccc1	-2	4	2	-5	-6	-4	-2	-1	-1	-2
N#CNC(=Nc1ccc(F)cc1)SCc1ccccc1	2	7	2	-3	-1	0	5	-5	12	-1
COc1ccc(C(=O)C(=O)N2CCC(Cc3ccccc3)CC2)cc1OC	7	2	1	4	-1	.	2	1	6	1
O=C1CCCN1CCCNc1nc2c(S(=O)(=O)c3ccc(Br)cc3)nnn2c2ccccc12	3	0	-3	-1	2	-10	-3	-3	20	2
CC(C)(O)C#Cc1ccc(CN2CCCC(CO)(Cc3cccc(Cl)c3)C2)cc1 (centres undefined)	0	5	-2	-10	-1	-43	-9	1	2	-6
CC(C(=O)Nc1ncccn1)(c1ccccc1)c1ccccc1	-3	-5	0	8	5	2	5	-6	-5	-4
Cc1cc(NC(=O)CSc2nc(-c3ccccc3)cs2)no1	1	5	0	-3	-4	-9	4	-1	0	-1
CCCCn1c(N)nc2ccccc21	-1	0	1	-4	-4	2	0	3	-3	1
O=C(O)CCCn1c(=O)c2cccn2c2ccc(F)cc21	-2	2	0	1	0	12	3	-5	-3	3
Cn1c(SCc2nc(-c3ccc(Cl)cc3)no2)nnc1-c1ccccc1	0	3	-5	6	-5	-8	-2	2	-14	-8
NC(=O)N/N=C/c1ccc(-n2nncc2-c2ccc(Cl)cc2)cc1	-8	5	-5	-9	3	-23	-12	-2	6	4
N/C(CN1CCCC1=O)=N\OC(=O)c1ccc(Cl)cc1	9	6	-1	7	2	12	-6	1	5	-2
CCCCOc1ccc(C(=O)NCC(=O)OCC(=O)N2CCN(S(=O)(=O)c3ccc(C)cc3C)CC2)cc1	-1	-5	-1	-8	3	-22	-6	-2	-11	0
Oc1ccccc1-c1cc(C(F)(F)C(F)F)nc(-c2ccccc2)n1	0	0	-2	5	0	1	1	2	-12	-1

An excerpt; the hit share may differ from the screen's.
